uPA surface inh: qHTS for Inhibitors of Cell Surface uPA Generation; 330,000 compounds, 0.31% hits; cell surface uPA generation assay, qHTS; Potency, µM (doses to about 38.3 µM), for inactives: top-dose activity change, negative = inhibition, hits mostly inhibitors; AID 540303, 2011; active = well fitted inhibition curve with a large enough effect; inconclusive = small, poorly fitted or top-dose-only effect; inactive = no such curve, though single readings can be large or run the other way; tested in mouse RAW 264.7 cells; note: potency is the fitted concentration of half-maximal effect; % is set by controls: 0 for no effect and ±100 for the full control effect; nearly all actives have a fitted effect of over 55% in size
TSG101-PTAP inh: qHTS Assay for Iinhibitors of HIV-1 Budding by Blocking the Interaction of PTAP/TSG101 | Tumor susceptibility gene 101 protein (Homo sapiens), Q99816 | Fluorescence polarization, FITC-PTAP peptide / Tsg101 binding | Potency, µM (titrated, usually from 115 µM), for inactives: at the highest dose activity change, negative = inhibition, hits mostly inhibitors | 340,000 tested, under 10 active; active = well fitted inhibition curve with a large enough effect in the main read-out, with a control signal flat, not every such curve was filed as active; inconclusive = small, poorly fitted or top-dose-only effect, or effect the other way, or a change in a side signal; inactive = no such curve, though single readings can be large or run the other way; note: potency is the fitted concentration of half-maximal effect; % of control where 0% means no effect
Target sequence (Q99816 whole entry, looked up): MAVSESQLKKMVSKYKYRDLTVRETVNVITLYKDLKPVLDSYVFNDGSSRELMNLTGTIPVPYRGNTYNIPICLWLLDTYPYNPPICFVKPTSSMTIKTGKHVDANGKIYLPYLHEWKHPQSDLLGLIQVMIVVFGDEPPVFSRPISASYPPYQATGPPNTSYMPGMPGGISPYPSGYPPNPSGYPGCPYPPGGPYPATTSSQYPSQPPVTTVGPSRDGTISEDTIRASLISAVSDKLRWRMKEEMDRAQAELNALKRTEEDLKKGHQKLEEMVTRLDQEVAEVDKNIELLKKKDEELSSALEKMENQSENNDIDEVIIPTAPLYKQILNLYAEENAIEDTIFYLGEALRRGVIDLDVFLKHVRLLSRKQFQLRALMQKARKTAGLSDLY
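Compounds were pin-transferred onto Tsg101 binding domain (10 uM final) in HEPES pH 7.5 buffer, then FITC-PTAP peptide was added at 50 nM final. After 20 min at RT, polarization reported peptide displacement across a qHTS concentration series.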
p53 reactivator: qHTS assay for re-activators of p53 using a Luc reporter; H1299 p53-A138V BP100-luciferase reporter, luminescence, 24 h; Potency, µM (titrated, usually from 92.2 µM), inactives show at the highest dose activity change, positive = activation, hits mostly activators; 320,000 compounds, 0.063% hits; AID 504706, 2011; note: potency is the fitted concentration of half-maximal effect; % of control where 0% means no effect; nearly all actives have a fitted effect of over 45% in size
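p53-null H1299 cells stably carrying temperature-sensitive p53-A138V and a BP100-luciferase reporter were pinned with compounds (4-point, 1:5 series) and held 24 hrs at 37 deg C. Luminescence was read 10 min after detection reagent.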
USP2a inh: qHTS Assay for Inhibitors of Ubiquitin-specific Protease USP2a Using CHOP2 as the Reporter | AID 463254, 2010 | Potency, µM (titrated, usually from 38.3 µM), for inactives: at the highest dose activity change, negative = inhibition, most hits filed as inhibitors | 330,000 compounds, 0.01% hits | USP2 core, Ub-CHOP2 coupled fluorogenic reporter, 485/531;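 note: potency is the fitted concentration of half-maximal effect; plate controls were DMSO wells for no effect and full inhibition by NEM control for full effect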
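Deubiquitinase activity read as fluorescence (485/531 nm) after Ub-CHOP2 cleavage activates the enterokinase reporter on its substrate; USP2 core 10nM, Ub-CHOP2 and substrate 25nM each, 30min compound preincubation then 60min RT; data normalized to NEM, curves fitted.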
BRCA1 expr up: qHTS Assay to Identify Small Molecule Activators of BRCA1 Expression; MCF7-BRCA1-FFLuc reporter, luminescence, 48 h; response scale: scaled: vehicle 0%, 10 µM genistein 100%; AID 624202, 2012; 380,000 compounds, 1.1% hits; Potency, µM (top dose mostly 46.1 µM), inactives show at the highest dose activation, actives largely listed as activators; note: potency is the fitted concentration of half-maximal effect; nearly all actives have a fitted effect of over 80% in size; some results filed as inactive show a strong effect at the top dose
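Luminescence from a BRCA1-driven firefly luciferase in MCF7 cells was the read-out, taken 15 min after substrate addition following 48 h compound exposure at 37 °C. Data were normalized to a 10 microM genistein control and DMSO vehicle.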
a7 integrin act: qHTS for Activators of Integrin-Mediated Alleviation for Muscular Dystrophy. 350,000 compounds, 0.064% hits. alpha7betagal myoblasts, beta-gal FDG fluorescence, 48 h. AID 624291, 2012. Potency, µM (titrated, usually from 38.3 µM), for the others: top-dose activation, hits mostly activators;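 note: potency is the fitted concentration of half-maximal effect; 100% = response of the positive control SU9516; nearly all actives have a fitted effect of over 60% in size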
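Alpha7betagal+/- myoblasts (passage 13) were plated 16-24 hr, then exposed to compounds (1:260 dilution of DMSO stock) for 48 hours at 37C. After MPER lysis, β-galactosidase reporter activity was read as FDG fluorescence (ex 480/em 540) after 30 minutes.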
S-ASM inh: Inhibitors of Secretory Acid Sphingomyelinase (S-ASM): qHTS | Sphingomyelin phosphodiesterase (Homo sapiens), P17405 | placental ASM, HMU-PC fluorogenic substrate, 60 min | Potency, µM (top dose mostly 57.5 µM), for inactives: top-dose activity change, negative = inhibition, hits mostly inhibitors | 340,000 compounds, 0.006% hits; note: potency is the fitted concentration of half-maximal effect
Target sequence (P17405 47-631 limits assumed): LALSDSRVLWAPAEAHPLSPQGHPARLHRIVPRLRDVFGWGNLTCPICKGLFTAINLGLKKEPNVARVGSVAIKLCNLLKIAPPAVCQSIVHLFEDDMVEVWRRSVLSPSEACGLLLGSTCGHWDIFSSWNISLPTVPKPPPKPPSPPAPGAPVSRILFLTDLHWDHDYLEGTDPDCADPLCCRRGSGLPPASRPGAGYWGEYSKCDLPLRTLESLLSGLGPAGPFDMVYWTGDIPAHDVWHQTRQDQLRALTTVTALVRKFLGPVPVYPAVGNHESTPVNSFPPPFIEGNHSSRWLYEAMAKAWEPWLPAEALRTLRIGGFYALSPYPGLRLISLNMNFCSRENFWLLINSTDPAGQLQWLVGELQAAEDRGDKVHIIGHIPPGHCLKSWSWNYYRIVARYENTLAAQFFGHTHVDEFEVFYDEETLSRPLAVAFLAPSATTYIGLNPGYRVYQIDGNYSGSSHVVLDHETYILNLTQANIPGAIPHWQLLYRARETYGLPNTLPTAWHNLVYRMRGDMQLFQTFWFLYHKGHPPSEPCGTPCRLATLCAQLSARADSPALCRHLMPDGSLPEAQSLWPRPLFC
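Fluorescence read-out (Ex 386 nm, Em 447 nm) after stopping the reaction at pH 10. Enzyme: ASM from human placenta; substrate HMU-PC0, 9 uM final; 60 min, 37 °C. Compound preincubation 10 min, ambient temperature.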
ELG1 genotox: qHTS screen for small molecules that induce genotoxicity in human embryonic kidney (HEK293T) cells expressing luciferase-tagged ELG1; Potency, µM (series often up to 46 µM), for inactives: at the top dose activity change, positive = activation, actives largely listed as activators; 330,000 compounds, 1.3% hits; HEK293T ELG1-luciferase reporter, luminescence, 16 h; note: potency is the fitted concentration of half-maximal effect; % of control where 0% means no effect; nearly all actives have a fitted effect of over 60% in size
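Quantitative HTS format in 1536-well plates. HEK293T ELG1-luciferase reporter cells receive test compound and are incubated 16 hr at 37 °C, 5% CO2; ONE-Glo added, 30 min room temperature, then luminescence read.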
TRPV1 ag: HTS Assay for Compounds that Act as Agonists of the Vanilloid Receptor 1. TRPV1-expressing cells, Fluo-8 calcium influx, agonist mode. activation, % at 8.33 µM. 320,000 compounds, 0.19% hits; in the data active = activation above about 80%; inconclusive = between about 30% and that limit; note: 0% is about no effect
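Cells expressing TRPV1 were dye-loaded with Fluo-8 and read kinetically: 10 s baseline, 3 min after compound (agonist portion), then 2 min after EC20 capsaicin (allosteric enhancer portion). Calcium-bound dye fluorescence at 480/520 nm.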
B2AR arrestin: qHTS assay of beta-arrestin-biased ligands of beta2-adrenergic receptor; 330,000 compounds, 0.02% hits; Potency, µM (top dose mostly 46.1 µM), inactives show at the top dose activation, hits mostly activators; beta-arrestin recruitment to beta2AR, cell-based reporter; Beta-2 adrenergic receptor (Homo sapiens), P07550;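 note: potency is the fitted concentration of half-maximal effect; 0% = DMSO controls and full agonism = EC100 isoproterenol or metaproterenol; nearly all actives have a fitted effect of over 65% in size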
Eya2 inh: qHTS Assay for Inhibitors of the Phosphatase Activity of Eya2; recombinant Eya2, OMFP fluorescence dephosphorylation (OMFP is methylfluorescein phosphate); 330,000 compounds, 0.006% hits; Potency, µM (titrated, usually from 76.9 µM), inactives show at the highest dose activity, negative = inhibition, most hits filed as inhibitors; AID 488837, 2010; Protein phosphatase EYA2 (Homo sapiens), O00167; note: potency is the fitted concentration of half-maximal effect; % is set by controls: 0 for no effect and ±100 for the full control effect
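Eya2 protein (added as 0.2 uM solution) was preincubated with compound for 10 min at ambient temperature in 50 mM HEPES pH 7.5, 50 mM NaCl, 5 uM MgCl2, 0.05% BSA, 1 mM DTT. OMFP (added at 50 uM) then reacted 10 min; fluorescence read at 485/525 nm.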
An asterisk follows results filed as active; ? = inconclusive; . = not tested or not shown; [ ] = another dose, or the depositor's remark. Unless noted, calls come from the whole dose curve; as a rule, active = well fitted curve in the direction sought with a large enough effect; inconclusive = small, poorly fitted or top-dose-only effect, or another doubt; inactive = no such curve, though single readings can be large; an effect the other way counts as inactive or inconclusive.

item	canonical_smiles	uPA surface inh	TSG101-PTAP inh	p53 reactivator	USP2a inh	BRCA1 expr up	a7 integrin act	S-ASM inh	ELG1 genotox	TRPV1 ag	B2AR arrestin	Eya2 inh
1	COc1cccc(-c2coc3c(C)c4oc(=O)c(CC(=O)O)c(C)c4cc23)c1	1%	-4%	-2%	1%	-15%	-22%	43%[activator]	-5%	3	-0.1%	-6%
2	CN(/N=C\c1ccc(O)c(O)c1)c1nc(-c2ccccc2)cc(-c2ccccc2)n1	-17%	-7%	-26%	-3%	-85%	-45%	-21%	-3%	12	-0.6%	-1%
3	O=C(CC1(CC2=NS(=O)(=O)c3ccccc3N2)CCCC1)NCCc1ccccc1	3%	-1%	8%	1%	-13%	-11%	-2%	0%	?	0.6%	2%
4	CC1(c2ccccc2)NC(=O)N(CC(=O)NCC2CCCO2)C1=O (stereo not given)	0%	-1%	-6%	1%	-3%	1%	0%	1%	-1	-0.2%	6%
5	O=C(CN1CCN(c2ccccn2)CC1)Nc1ccc(Br)cc1	4%	0%	1%	-3%	-26%	1%	-1%	-5%	7	0.3%	-26%
6	CC(C)(C)NC(=O)c1nn(Cc2ccccc2)c(=O)c2ccccc12	4%	0%	3%	2%	-10%	-29%	-1%	0%	?	0.0%	15%
7	CCCc1ncc(C(O)c2ccc(OC)cc2)n1C (stereo not given)	3%	-7%	0%	-1%	12%	-11%	-2%	0%	-1	1.2%	2%
8	COc1ccccc1-n1c(SCC(=O)Nc2ccc(Br)cc2)nc(O)cc1=O	0%	-3%	0%	4%	-16%	22%	-3%	0%	2	-1.1%	?
9	O=C(NCc1ccccc1F)C1CCN(C(=O)Nc2ccc(F)cc2)CC1	6%	0%	1%	5%	-24%	-4%	0%	-2%	2	0.3%	7%
10	CCN(CC(=O)Nc1ccc(OC)cc1)C(=O)c1ccccc1Sc1ccccc1C#N	4%	-1%	9%	-1%	-27%	0%	-4%	-4%	1	-0.3%	-29%
11	O=C(NC(=S)N1CCOCC1)c1ccc(F)cc1	17%	-2%	-2%	-2%	11%	-22%	1%	7%	1	2.7%	-20%
12	CCOc1ccc(NC(=O)CN(C)C(=O)c2ccc(OCC3CCCO3)cc2)cc1OCC (stereo not given)	1%	1%	9%	3%	7%	-8%	.	1%	-1	-0.7%	-4%

Brought forward from above: 2 compounds, then new ones.
item	canonical_smiles	uPA surface inh	TSG101-PTAP inh	p53 reactivator	USP2a inh	BRCA1 expr up	a7 integrin act	S-ASM inh	ELG1 genotox	TRPV1 ag	B2AR arrestin	Eya2 inh
11	O=C(NC(=S)N1CCOCC1)c1ccc(F)cc1	17%	-2%	-2%	-2%	11%	-22%	1%	7%	1	2.7%	-20%
12	CCOc1ccc(NC(=O)CN(C)C(=O)c2ccc(OCC3CCCO3)cc2)cc1OCC (stereo not given)	1%	1%	9%	3%	7%	-8%	.	1%	-1	-0.7%	-4%
13	O=c1[nH]nc(SCc2ccccc2)n1C1CC2C=CC1C2 (stereo not given)	-2%	-1%	-4%	0%	-1%	-4%	0%	0%	2	-0.2%	-14%
14	O=C(/C=C/c1ccc(S(=O)(=O)N2CCOCC2)cc1)OCC(=O)c1ccc([N+](=O)[O-])cc1	5%	-1%	-5%	6%	-3%	?	-7%	-4%	-10	0.0%	0%
15	CCCC(NC(=O)C(C)NC(=O)CO/N=C1\C=C2CCC3C4CCC(C(C)=O)[C@@]4(C)CCC3[C@@]2(C)CC1)C(=O)O (stereo not given in full)	-1%	-4%	-6%	-1%	5%	-16%	4%	4%	3	0.0%	5%
16	COc1ccc(CC2(CO)CCN(C(C)COc3ccccc3)CC2)cc1 (stereo not given)	-5%	-4%	-4%	0%	-24%	0%	1%	-3%	10	0.2%	-13%
17	O=C(O)CC1S/C(=N/N=C/c2ccc([N+](=O)[O-])cc2)N(c2ccc(O)cc2)C1=O (stereo not given)	3%	-2%	-1%	-1%	1%	11%	-2%	-3%	-2	0.1%	7%
18	CCCN1C(=O)c2cccc3c(N4CCCCC4)ccc(c23)C1=O	4%	?	8%	4%	-15%	-10%	7%	?	17	-0.3%	-7%
19	Cc1ccn2c(=O)nc(SCC(=O)NCc3ccc4c(c3)OCO4)nc2c1	-8%	0%	0%	-1%	-3%	28%	4%	0%	-1	-0.2%	14%
20	Cc1ccc(CN2CCN(Cc3ccc(OC(C)C)cc3)CC2CCO)o1 (stereo not given)	-3%	4%	1%	1%	0%	0%	0%	-6%	6	-0.4%	-4%
21	Cc1ccc(F)cc1NC(=O)CSCc1nc2sc(C)c(C)c2c(=O)[nH]1	-13%	-11%	-6%	5%	-16%	-6%	.	0%	19	0.5%	22%
22	COc1cc2cc(C(=O)O)n(C)c2c(OC)c1OC	9%	-2%	1%	0%	0%	1%	4%	3%	-1	-1.0%	1%
23	COCCCNC(=O)c1ccc(Cn2c(=O)[nH]c3ccccc3c2=O)cc1	3%	-1%	4%	3%	2%	-6%	2%	0%	-2	-1.0%	-2%
24	COCCNC(=S)N(Cc1cccnc1)Cc1ccc(OC)c(OC)c1	2%	-2%	-11%	2%	0%	-24%	7%	2%	0	0.3%	-2%

Remaining list, next part:
item	canonical_smiles	uPA surface inh	TSG101-PTAP inh	p53 reactivator	USP2a inh	BRCA1 expr up	a7 integrin act	S-ASM inh	ELG1 genotox	TRPV1 ag	B2AR arrestin	Eya2 inh
25	CCN(CC)S(=O)(=O)N1CCC(C(=O)NCCC2=CCCCC2)CC1	3%	-3%	-1%	2%	-1%	-6%	1%	-1%	13	0.3%	12%
26	Nc1ncc(Br)cc1S(=O)(=O)NC1CCCCC1	-3%	-4%	3%	3%	-26%	21%	-1%	2%	8	0.5%	-19%
27	Cn1c(=O)c2c(nc(CN3CCc4ccccc4C3)n2CC(=O)c2ccccc2)n(C)c1=O	-7%	0%	.	.	-91%	-12%	-5%	.	.	.	.
28	COc1cccc(/C=C2\C(=O)C(=O)c3ccccc32)c1	.	-1%	2%	5%	14%	-2%	-4%	4%	-1	-0.1%	-1%
29	CN1C(=O)N(CC(=O)N2CCN(S(=O)(=O)/C=C/c3ccccc3)CC2)C(=O)C12CCCCC2	6%	-1%	-8%	-1%	-11%	0%	1%	-3%	0	-0.2%	13%
30	CC(=O)Nc1ccc(S(=O)(=O)N2CCCC2C(=O)Nc2ccc3c(c2)OCCO3)cc1 (stereo not given)	-2%	-3%	-1%	14%	8%	-17%	-3%	2%	1	0.1%	5%
31	CCOCC(=O)Nc1ncc(S(=O)(=O)c2ccc([N+](=O)[O-])cc2)s1	2%	-1%	?	0%	-4%	-44%	0%	-9%	-4	-0.4%	-1%
32	COc1cc(Cl)c(C)cc1NC(=O)COC(=O)C1CC1C (stereo not given)	6%	1%	1%	1%	-1%	8%	-2%	-1%	.	-0.1%	-3%
33	CC(C)c1cc(-c2cc(C(=O)Nc3ccccc3)on2)nc(NC2CCCC2)n1	-7%	5%	.	.	7%	14%	2%	.	.	.	.
34	Cc1ccc(C(=O)NCCn2cc(SCC(=O)Nc3cc(C)on3)c3ccccc32)cc1	-5%	-8%	4%	2%	19%	-7%	-5%	?	0	0.1%	-2%
35	O=S1(=O)CCN2N=C(C34CC5CC(CC(C5)C3)C4)SC2=N1	-1%	-2%	-1%	-1%	50%	-3%	-6%	-4%	27	0.0%	-2%
36	Cn1cnc(S(=O)(=O)NC2CCN(Cc3ccccc3)CC2)c1	0%	-5%	4%	3%	-2%	14%	5%	0%	-1	0.4%	-6%
37	O=C(CSCc1c(F)cccc1Cl)Nc1ccccc1C(=O)N1CCOCC1	-1%	2%	-2%	1%	-2%	12%	-2%	-2%	-5	-0.5%	?
38	O=C(NCC(c1ccco1)N1CCN(c2ccc(F)cc2)CC1)c1cccs1 (stereo not given)	3%	-6%	6%	-1%	10%	13%	2%	-2%	12	3.0%	-8%
39	COC(=O)c1cc(S(=O)(=O)NCC(C)c2ccccc2)cn1C (stereo not given)	-6%	-1%	-19%	0%	-1%	?	0%	-2%	12	0.3%	-9%

Assay outcomes as filed in PubChem BioAssay.
